From PubChem
TEAD-YAP block – TEAD-YAP interaction inhibition, primary screen, TEAD-YAP interaction inhibitor project, luminescence, HEK-TIYL cells; TEAD-Gal4/YAP UAS-luciferase luminescence; inhibition, % at 9.12 µM; hit rate 1.4% among 640,000; AID 1259422, 2018; in the data active = inhibition above about 32%;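 also: 0% = median of test compound wells and 100% = reference inhibitor wells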
FBW7 activator – FBW7 E3 ligase activators, primary screen, biochemical, AlphaScreen, human | AlphaScreen FBW7–phospho-cyclin E peptide binding, activator screen | normalized activity (activation), % at 26.1 µM | hit rate 0.13% among 650,000 | AID 1259310, 2017; in the data active = normalized activity above about 1.9%;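 also: purified mutant Fbw7 with reduced substrate affinity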
Target sequence (Q969H0 whole entry, looked up): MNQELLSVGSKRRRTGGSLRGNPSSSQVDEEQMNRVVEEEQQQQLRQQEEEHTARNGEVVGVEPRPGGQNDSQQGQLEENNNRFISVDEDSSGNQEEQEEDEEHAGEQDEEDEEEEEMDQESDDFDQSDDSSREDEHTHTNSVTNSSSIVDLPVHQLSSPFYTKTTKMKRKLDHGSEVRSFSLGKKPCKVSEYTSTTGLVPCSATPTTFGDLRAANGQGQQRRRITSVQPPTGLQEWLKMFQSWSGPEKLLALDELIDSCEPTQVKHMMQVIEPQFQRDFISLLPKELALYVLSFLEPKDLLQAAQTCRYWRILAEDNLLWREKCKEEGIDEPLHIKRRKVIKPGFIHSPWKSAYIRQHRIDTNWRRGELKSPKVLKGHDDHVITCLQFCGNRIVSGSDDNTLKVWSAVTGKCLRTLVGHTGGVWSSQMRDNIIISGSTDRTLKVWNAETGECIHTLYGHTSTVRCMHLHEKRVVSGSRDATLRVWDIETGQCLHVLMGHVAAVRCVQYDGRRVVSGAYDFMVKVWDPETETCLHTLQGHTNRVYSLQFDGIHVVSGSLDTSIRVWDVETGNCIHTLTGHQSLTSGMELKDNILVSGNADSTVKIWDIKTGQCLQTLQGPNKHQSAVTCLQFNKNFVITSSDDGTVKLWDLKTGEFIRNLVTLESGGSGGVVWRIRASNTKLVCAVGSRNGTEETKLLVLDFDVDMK
GPR151 activ – activators of human GPR151, primary screen, cell-based, PathHunter beta-arrestin, luminescence; G-protein coupled receptor 151 (Homo sapiens), Q8TDV0; PathHunter beta-arrestin GPR151 cells; activation, % at 11.2 µM; hit rate 1% among 650,000; in the data active = activation above about 4.9%;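 also: 0% = median of compound wells and 100% = cells with positive control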
MITF inh – MITF inhibitors, primary screen, biochemical, AlphaScreen, human | Microphthalmia-associated transcription factor (Homo sapiens), O75030 | AlphaScreen MITF homodimerization, bead proximity signal | inhibition, % at 2.6 µM | hit rate 0.91% among 650,000 | AID 1259374, 2018; in the data active = inhibition above about 50%;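 also: 0% = vehicle wells with protein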
Numbers without * were called inactive; · = no result given; & = joins results of further samples.

SMILES | TEAD-YAP block | FBW7 activator | GPR151 activ | MITF inh
COc1ccc2c(c1)CC(C(=O)Nc1cc(F)c(-c3ccnc(N)n3)c(F)c1)CO2 (stereo not given) | -8 | 0.8 | -0.4 | 6
O=C(CSc1nnc(-c2cccc([N+](=O)[O-])c2)n1-c1ccccc1)Nc1nccs1 | 44* | -0.1 | 0.2 | -8
O=C(/C=C/Nc1cccc(C(F)(F)F)c1)c1ccccc1 | -14 | -0.3 | 1.6 | -4
CCC(C)n1c(=N)c(S(=O)(=O)c2ccc(C)cc2)cc2c(=O)n3cccc(C)c3nc21 (stereo not given) | -4 | 0.1 | -1.4 | 4
Cc1nn(C)c(C)c1-c1nc(NCc2cccc(C(F)(F)F)c2)c2ncn(C3CCCCC3)c2n1 | -11 | 0.0 | 1.3 | 7
Cc1occc1C(=O)NNC(=S)NCc1ccc(Cl)cc1 | -12 | 0.2 | -0.1 | 18
O=C(CSc1nc2ccccc2s1)Nc1cccc(F)c1 | -1 | 0.0 | -1.4 | 6
CC(O)CNCCOc1cccc(C(F)(F)F)c1 (stereo not given) | 5 | 0.0 | 1.8 | 31
COc1ccc(Cl)cc1C(=O)NNC(=O)CC(C)(C)C | -4 | 0.5 | 0.2 | 10
COc1ccc(CCN(C)S(=O)(=O)c2cccc(C#N)c2)cc1OC | 3 | 0.0 | 0.1 | 3
CSc1nc(N)c(C#N)c(-c2ccccc2Cl)c1C#N | -9 | 0.3 | 1.0 | 13
COc1ccc(Cl)cc1NC(=S)N(Cc1cccc(Br)c1)CC1CCC(C(=O)O)CC1 (stereo not given) | 6 | 0.1 | 15* | -13
Cn1c(CCc2ccccc2)nnc1SCC(=O)N1CCCC1 | 0 | 0.0 | -0.3 | -10
O=C1CN(C(=O)c2ccc(Br)o2)C(c2ccccc2)c2cc(F)ccc2N1 (stereo not given) | 10 | 0.1 | 1.0 | 12
COc1ccc(Cl)cc1C(=O)NNC(=O)c1nc2nc(C)cc(C)n2n1 | 4 | 0.2 | -2.1 | 15
COc1cc(C(=O)OCC(=O)c2c(C)[nH]c3ccccc23)c([N+](=O)[O-])cc1OC | 2 | 0.0 | 0.5 | 8
COc1ccc(NC(=O)Nc2ccc(N(C)C)cc2)cc1 | -30 | -0.1 | -6.4 | 20
Cc1nnc2n1NC(=O)/C(=C/c1ccc(Cl)cc1)S2 | -7 | 0.0 | -2.4 | 6
COc1ccc(C(=O)On2c(-c3ccccc3F)nc3ccccc3c2=O)cc1Br | 0 | 1.2 | 1.2 | 15
CCOc1ccc(-n2sc3c(c2=S)-c2cc(C)ccc2NC3(C)C)cc1 | 4 | -0.1 | 4.2 | -2
COc1cccc(-c2cc(C(=O)N3CCN(C(=O)c4ccco4)CC3)on2)c1 | -5 | -0.2 | -0.7 | -1
CC(NS(=O)(=O)c1cc(C(=O)O)ccc1Cl)C12CC3CC(CC(C3)C1)C2 (stereo not given) | -8 | 0.1 | 4.4 | -6
CN(C)CCC1(c2ccc(O)c(O)c2)CCCCC1 | 4 | 0.3 | -0.9 | 10
CCOC(=O)CSC1=Nc2ccccc2C2=NC(Cc3c[nH]c4ccccc34)C(=O)N12 (stereo not given) | -3 | 0.1 | 2.3 | 3
CCCC1(C2CCN(C(=O)CC(C)(C)C)CC2)NC(=O)N(CC2CCCO2)C1=O (stereo not given) | -5 | 0.0 | -0.4 | 6
Cc1noc(C)c1-c1nccc(NC2CCN(Cc3ccccc3)CC2)n1 | 3 | 0.3 | 2.7 | 19
Cc1cc(NC(=O)CN(C2=NC3CS(=O)(=O)CC3S2)c2ccc(C)c(C)c2)n[nH]1 (stereo not given) | -4 | -0.9 | -0.4 | 5
O=S(=O)(c1cccc(-c2cn3ccccc3n2)c1)N1CCOCC1 | 1 | -0.1 | 0.2 | -3
Cc1cc(NC(=O)COc2ccc(Cl)cc2Cl)ccc1N1CCCC1=O | -1 | -0.1 | -1.6 | -4
CC1CCc2c(sc3ncn4c(=O)n(CCN5CCCC5)nc4c23)C1 (stereo not given) | -8 | -0.1 | -0.3 | 8
CC(=O)OC[C@H]1O[C@H](CCO/N=C(\C)CCN2CCc3nc(-c4ccccc4)c(-c4ccccc4)cc3C2)C=C[C@@H]1OC(C)=O | · | -0.1 | 0.4 | -4
CCOc1cc(C(=O)N2CCCC2)cc(Cl)c1OC | 0 | 0.1 | -0.8 | -9
O=C(Nc1ccc(NC(=O)c2cccc3c(Br)cccc23)cc1)c1ccco1 | 4 | 0.0 | 35* | 4
COc1ccc(OC)c(Nc2c([N+](=O)[O-])c(=O)oc3ccccc23)c1 | 2 | -0.1 | -0.6 | -14
CNS(=O)(=O)c1cc(-c2nnc(Nc3cccc(Cl)c3)c3ccccc23)ccc1C | -6 | -0.1 | 0.8 | -7
Cc1ccc(CN2CCNC(=O)C2CC(=O)NCCCOC(C)C)o1 (stereo not given) | 5 | 0.0 | 3.7 | 10

4 records drawn at random from those above:
SMILES | TEAD-YAP block | FBW7 activator | GPR151 activ | MITF inh
COc1cc(C(=O)OCC(=O)c2c(C)[nH]c3ccccc23)c([N+](=O)[O-])cc1OC | 2 | 0.0 | 0.5 | 8
O=C(CSc1nnc(-c2cccc([N+](=O)[O-])c2)n1-c1ccccc1)Nc1nccs1 | 44* | -0.1 | 0.2 | -8
CN(C)CCC1(c2ccc(O)c(O)c2)CCCCC1 | 4 | 0.3 | -0.9 | 10
Cc1occc1C(=O)NNC(=S)NCc1ccc(Cl)cc1 | -12 | 0.2 | -0.1 | 18

Additional structures.
SMILES | TEAD-YAP block | FBW7 activator | GPR151 activ | MITF inh
Oc1cccc(-c2cncc(NCc3ccco3)n2)c1 | -11 | 0.3 | -0.8 | 24
O=C(CSc1ccccn1)Nc1ccc(OC(F)(F)F)cc1 | -9 | 0.6 | 0.0 | 3
Cc1cccc(OCC(O)CN2CCCCC2)c1 (stereo not given) | 10 | -0.1 | -1.0 | -5
CC1=NN(c2ccccc2)C(=O)C1C1c2ccccc2Oc2ccccc21 (stereo not given) | -17 | -0.1 | -2.0 | 11
CCOC(=O)c1sc(NC(=O)CSc2nnc(CNC(=O)c3c(F)cccc3Cl)n2Cc2ccccc2)c(C(=O)OCC)c1C | -2 | 0.0 | -0.8 | -3
COc1ccc(CC(=O)Nc2ccc3nc4n(c(=O)c3c2)CCCC4)cc1OC | 15 | 0.6 | -1.2 | 0
COc1ccccc1CN1CCN2C(=O)[C@H](Cc3ccc(Cl)cc3)NC(=O)[C@H]2C1 | -6 | -0.2 | 0.6 | -10
Cc1ccc(NC(=O)c2ccc(Cl)c([N+](=O)[O-])c2)cc1Cl | 22 | -0.1 | 1.0 | 5
CCOC(=O)c1c(C)oc2c(Br)cc3oc(=O)c(C(=O)CC)cc3c12 | -1 | 0.4 | -0.7 | 12
O=C(Cn1c(=O)oc2cc(S(=O)(=O)N3CCCC3)ccc21)Nc1ccccc1Cl | 17 | 0.2 | -0.3 | -9
COc1ccccc1-n1cc(C(=O)NCC(=O)NC2CCCCC2)c2ccccc2c1=O | -5 | -0.1 | -1.4 | -1
CCCNC(=O)c1sc2nc(C)nc(N3CCOCC3)c2c1C | -24 | -0.1 | -0.2 | 9
CCC(C)C(=O)C(=O)NCC1Cc2cc(-c3cnccn3)ccc2O1 (stereo not given) | -1 | -0.2 | 0.5 | -4
O=C1NC(c2cccs2)C(C(=O)c2cccs2)=C1O (stereo not given) | -18 | 0.1 | -1.0 | 16
CCN=C1SC(CC(=O)Nc2sc3c(c2C#N)CCCC3)C(=O)N1CC (stereo not given) | 2&-6 | -0.1&-0.1 | -0.8&-2.1 | -10&6
COc1ccc(-c2n[nH]c3c2C(c2ccc(Cl)cc2)NC3=O)cc1 (stereo not given) | 15 | 0.0 | -1.5 | 3
COc1ccc(SCCC(=O)Nc2ccc(F)cc2)cc1 | 4 | -0.2 | 1.2 | 6
Cn1nc(C(=O)Nc2nnc(-c3ccccc3)o2)c2ccccc2c1=O | 8 | 0.2 | -1.5 | -11
CCCCOc1ccc(C(=O)NC2CCS(=O)(=O)C2)cc1 (stereo not given) | 3 | 0.0 | 0.0 | 6
O=C(NC1CCCCC1)C1CCC(=O)N1CCc1ccccc1 (stereo not given) | 5 | -0.2 | -0.6 | 6
CC(=O)Nc1ccc(S(=O)(=O)N2CCN(c3ccccc3Cl)CC2)cc1 | 7 | -0.1 | -0.6 | -3
Cc1nc2sc3c(N4CCC(C)CC4)ncnc3c2c2c1COC(C)(C)C2 | 6 | 0.3 | -0.4 | 20
Cn1c(=O)[nH]c(=O)c2c1nc(SCC(=O)OCc1ccccc1)n2Cc1ccccc1Cl | 2 | 0.9 | 0.0 | 12
CC1SC(c2ccccc2Cl)NC1=O (stereo not given) | 1 | 0.1 | -1.1 | 1
Cc1ccccc1NC1=C(Cl)C(=O)OC1OC(=O)c1ccco1 (stereo not given) | 10 | 0.0 | -0.1 | 12
COc1cccc(Cc2nc3cccnc3n2C2CCN(C(=O)CCC(C)=O)CC2)c1 | -5 | -0.1 | -1.9 | -10
O=C1CCCC2=C1C(c1ccccc1[N+](=O)[O-])C1=C(CCCC1=O)O2 | -1 | 0.2 | 3.2 | 8
CCOC(=O)c1ccc(NC(=O)CN2CCCC2)cc1 | -12 | 0.1 | 1.3 | 17
Cc1ccsc1-c1nc(C(N)=O)c2[nH]c(=O)n(-c3ccc(F)cc3)c2n1 | 0 | 0.0 | 0.5 | 6
C=CCOC(=O)C1C(c2ccc(O)c(OCC)c2)c2c([nH][nH]c2=O)CC1(C)O (stereo not given) | -3 | -0.2 | -0.1 | -2
COc1ccc(/C=C(/C#N)c2ccc(F)cc2)cc1OC | -32 | 0.1 | -1.0 | -3
COC(=O)c1ccccc1OC(=O)C1OC2OC(C)(C)OC2C2OC(C)(C)OC12 (stereo not given) | 2 | 0.0 | -0.8 | 4
CCn1c(=O)cc(SCC(=O)NC(C)C)c2ccccc21 | 4 | -0.1 | -0.1 | 2
O=[N+]([O-])c1cccc(-c2nnc(-c3cccnc3)o2)c1 | 11 | 0.0 | 0.3 | -6
O=C(O)c1ccc(NS(=O)(=O)c2cc(Cl)c(Cl)cc2Cl)cc1 | -1 | 0.0 | -0.6 | -3
COc1ccc(CC(=O)NCc2ccc3[nH]c4c(c3c2)CCCC4)cc1 | 10 | 0.8 | -0.4 | 15

One compound at a time (already shown).
Listed for O=[N+]([O-])c1cccc(-c2nnc(-c3cccnc3)o2)c1 → TEAD-YAP block = 11; FBW7 activator = 0.0; GPR151 activ = 0.3; MITF inh = -6
Listed for Cc1ccccc1NC1=C(Cl)C(=O)OC1OC(=O)c1ccco1 (stereo not given) → TEAD-YAP block = 10; FBW7 activator = 0.0; GPR151 activ = -0.1; MITF inh = 12
Listed for O=C1CCCC2=C1C(c1ccccc1[N+](=O)[O-])C1=C(CCCC1=O)O2 → TEAD-YAP block = -1; FBW7 activator = 0.2; GPR151 activ = 3.2; MITF inh = 8

Other compounds follow.
SMILES | TEAD-YAP block | FBW7 activator | GPR151 activ | MITF inh
O=C(Nc1cc(Cl)ccc1Oc1ccc(Br)c2ccccc12)c1cc(Br)cc(Br)c1O | 0 | -0.1 | -0.3 | -1
Cc1nnc(NC(=O)c2csc3c2CCC(C)C3)s1 (stereo not given) | -5 | 0.3 | 0.1 | 4
CCOC(=O)C1=CN(C(C)C)C=C(C(=O)OCC)C1c1ccccc1OCc1ccccc1 | -5 | 0.8 | -1.2 | -17
O=C(COC(=O)C12CC3CC(CC(O)(C3)C1)C2)Nc1cccc(Cl)c1 | 8 | 0.5 | -1.4 | 13
COc1ccc(Br)c(C(=O)NCCCN2CCCC2=O)c1 | -2 | 0.1 | 1.7 | -12
CCOc1cc(C2Nc3ccccc3C(c3ccccc3)(c3ccccc3)O2)ccc1O (stereo not given) | 14 | -0.1 | 1.0 | 0
O=C(CCCn1sc2ccccc2c1=O)N1CCN(c2ccccn2)CC1 | -6 | -0.1 | 0.2 | 2
CCOC(=O)C1=C(C)N=c2s/c(=C3\C(=O)N(CC)c4ccccc43)c(=O)n2C1/C=C/c1ccccc1 (stereo not given) | 1 | -0.1 | -0.2 | 5
CCOc1cc(C(=O)Nc2cccc(-c3nc4ncccc4o3)c2)cc(OCC)c1OCC | -10 | 0.1 | -0.4 | 10
NNC(=O)CNC(c1ccccc1)c1cc(Cl)ccc1NC(=O)c1ccc(Cl)cc1 (stereo not given) | 12 | 0.2 | 1.1 | 8
O=C(O)c1ccccc1NS(=O)(=O)c1ccc(Cl)c([N+](=O)[O-])c1 | -1 | 0.1 | -0.4 | 12
